Source: PubChem
MrgX1 antag: human MrgX1 receptor antagonism, primary screen | Q96LB2 | MRGX1-HEK293 calcium flux, Fluo-4, BAM8-22 antagonism; stronger effect = lower value | B-score at 10 µM | actives 1.3% (n = 310,000);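 active = calcium-response B-score plate-corrected more than 3 library SD below zero, starting fluorescence within 5 deviations, no agonist response on first addition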;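 also: peak minus trough fluorescence over baseline after final BAM8-22 challenge near maximal dose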
Target sequence (Q96LB2 whole entry, looked up): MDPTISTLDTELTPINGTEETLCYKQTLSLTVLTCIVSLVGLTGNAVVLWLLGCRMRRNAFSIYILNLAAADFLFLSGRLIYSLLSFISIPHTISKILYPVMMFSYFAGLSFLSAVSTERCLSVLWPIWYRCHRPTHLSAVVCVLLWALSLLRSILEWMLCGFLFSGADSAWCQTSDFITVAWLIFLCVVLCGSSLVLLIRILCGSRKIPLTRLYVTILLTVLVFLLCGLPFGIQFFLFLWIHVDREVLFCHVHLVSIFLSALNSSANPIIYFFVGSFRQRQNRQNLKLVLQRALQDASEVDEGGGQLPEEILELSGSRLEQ
ANO1 activ: mouse TMEM16A channel activation, primary screen | Q8BHY3 | HEK293 TMEM16A/YFP-H148Q/I152L, iodide quench fluorescence; stronger effect = lower value | actives 0.3% (n = 340,000) | B-score at 10 µM;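 active = fluorescence-ratio B-score plate-corrected deviation score at least 3 library SD below zero, with starting fluorescence score within 5 deviations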;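 also: channel opened by trigger with iodide after compound preincubation; score built on the fluorescence ratio of max minus min over baseline; more negative score means more quench and so TMEM16A activation or potentiation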
TRPC6 act: mouse TRPC6 channel activation; B-score at 10 µM; HEK293-TRPC6 membrane potential dye fluorescence; stronger effect = higher value; AID 2550; actives 0.13% (n = 310,000); Q61143;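 active = B-score of the integrated fluorescence ratio above library mean plus 3 SD, and starting fluorescence ratio within library mean plus 5 SD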;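 also: higher score means more depolarization so channel activation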
ANO1 block: blocks the mouse calcium-activated chloride channel TMEM16A; HEK293 TMEM16A/YFP iodide influx fluorescence, ionomycin; Q8BHY3; actives 1.2% (n = 310,000); normalized B-score (activity score, 25-100; higher = stronger inhibition) at 10 µM;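 active = ratio plate-corrected score three or more library SD toward inhibition, starting fluorescence score within five deviations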;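 also: score derived from kinetic fluorescence span divided by baseline fluorescence per well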
MrgX1 ag: human MrgX1 receptor agonism, primary screen; Q96LB2; MrgX1-HEK293 cells, Fluo-4 calcium fluorescence, agonist mode; stronger effect = higher value; B-score at 10 µM; actives 0.44% (n = 310,000); AID 588627;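 active = calcium response B-score plate-corrected fluorescence ratio at least 3 library SD, with starting fluorescence B-score inside 5 SD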
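Test system: Stable human MrgX1 HEK293 cell line | Schedule: Overnight plating before 1 h dye loading | Read-out basis: Baseline-normalised fluorescence change ratio, B-scored | Detection: Kinetic calcium dye fluorescence, Fluo-4 NW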
SKKanGAS inh: blocks kanamycin growth of S. pyogenes SKKanGAS strain; actives 1.3% (n = 300,000); inhibition, % at 7.5 µM; BacTiter-Glo, 6 h; AID 1662;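 active = mean replicate score, as percent of positive control median, at least 50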;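 also: strain carries kanamycin resistance gene driven by streptokinase promoter and grows in 40 µg/ml kanamycin; loss of luminescence reflects streptokinase promoter inhibition or plain growth inhibition; 0% = median of DMSO wells and 100% = positive control at its reference dose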
MrgX1 allo act: human MrgX1 positive allosteric modulation, primary screen; Q96LB2; MrgX1-HEK293, Fluo-4 calcium flux, FDSS; stronger effect = higher value; B-score at 10 µM; actives 0.63% (n = 310,000);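 active = plate-corrected calcium response at least 3 library SD above typical, normal starting fluorescence, not activating the receptor alone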;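 also: compound read alongside a low EC10 to EC30 dose of BAM8-22 agonist; peak minus trough fluorescence over baseline measured at the second addition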
TRPC4 block: TRPC4 (mouse) channel inhibition; Q9QUQ5; HEK293 TRPC4beta/mu-opioid, DAMGO-evoked Fluo4 calcium flux; stronger effect = lower value; B-score at 10 µM; actives 0.39% (n = 300,000);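 active = B-score over 3 SD under the library average, no early fluorescence shift, positive overall ratio signal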
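Assay system – HEK293 line stably carrying TRPC4beta and mu-opioid receptor · Doses – single dose · Detection – Fluo4 calcium-dye fluorescence, kinetic read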
TRPC6 inhibitor: mouse TRPC6 channel inhibition; Q61143; HEK293-TRPC6, membrane potential dye, ACh-evoked depolarization; stronger effect = lower value; B-score at 10 µM; actives 1.1% (n = 310,000); AID 2553;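 active = B-score under library mean minus 3 SD, initial fluorescence not abnormally high, positive integrated signal ratio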;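 also: B-score derived from integrated fluorescence ratio over the kinetic read; more negative B-score means stronger inhibition of depolarization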
TRPC4 act: activators of mouse TRPC4 channel. Q9QUQ5. HEK293 TRPC4beta/mu-opioid, Fluo4 calcium fluorescence; stronger effect = higher value. B-score at 10 µM. actives 0.49% (n = 310,000). AID 2237;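 active = B-score above 5 SD of library B-scores, and initial fluorescence ratio not above library mean plus 5 SD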;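 also: positive B-score marks a calcium rise read as TRPC4 activation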
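Incubation: 45 min room-temperature Fluo4 loading, 110 s read / System: HEK293 cells stably co-expressing mouse TRPC4beta and mu-opioid receptor / Signal: Fluo4 fluorescence, kinetic / Control set: buffer (low) and maximal DAMGO (high) / Measure: integrated baseline-normalised fluorescence ratio, converted to per-well B score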
TRPC4 potent: allosterically enhances the mouse TRPC4 cation channel; Q9QUQ5; HEK293 TRPC4beta/mu-opioid, DAMGO EC20, Fluo-4 Ca2+ flux; stronger effect = higher value; B-score at 10 µM; actives 0.42% (n = 310,000);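 active = B-score of calcium response area above 5 SD of library B-scores, with initial fluorescence ratio within 5 SD of library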;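 also: B-score of integrated fluorescence ratio over time as area under calcium response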
Active calls of the source: *; i = inactive; . = no result given.

SMILES	MrgX1 antag	ANO1 activ	TRPC6 act	ANO1 block	MrgX1 ag	SKKanGAS inh	MrgX1 allo act	TRPC4 block	TRPC6 inhibitor	TRPC4 act	TRPC4 potent
COC(=O)c1ccc(OC)c(CSc2nnc(-c3ccc(C(C)(C)C)cc3)o2)c1	i	.	i	i	i	6	i	i	i	i	i
O=C(Nc1ccc(Cl)c([N+](=O)[O-])c1)C(NCCCO)c1ccccc1 (stereo unspecified)	i	i	i	i	i	0	i	i	i	i	i
Cc1ccc(-c2csc(NC(=O)c3cccc([N+](=O)[O-])c3)n2)cc1	i	i	i	i	i	5	i	i	i	i	i
COc1ccc(CNC(=O)CCCN2C(=O)c3ccccc3C2=O)cc1	i	i	i	i	i	-3	i	i	i	i	i
Cc1cccc(NC(=O)C2CCN(S(=O)(=O)c3cccc4nsnc34)CC2)c1	i	i	i	i	i	-9	i	i	i	i	i
CCOc1cccc(-c2csc(C3COc4ccccc4O3)n2)c1 (stereo unspecified)	i	i	i	i	i	-7	i	i	i	i	i
COc1ccc2c(c1)C(=O)N(c1ccccc1C)C(=O)C2(C)C	i	i	i	i	i	-7	i	i	i	i	i
CCc1cc(CNC(=O)c2ccc(OC3CCN(CCc4ccccc4)CC3)cc2)on1	i	i	i	i	i	1	i	i	i	i	i
COC(=O)c1sccc1NC(=O)CC1C(=O)NCCN1C(=O)Nc1ccc(OCc2ccccc2)cc1 (stereo unspecified)	i	i	i	i	i	10	i	i	i	i	i
Cc1cccc(C(=O)c2cccc(C)c2)c1	i	i	i	i	i	0	i	i	i	i	i
COc1ccc(C2C(C(=O)c3cccs3)=C(O)C(=O)N2c2nncs2)cc1 (stereo unspecified)	i	i	i	i	i	-8	i	i	i	i	i
CCOc1ccccc1CNCC1CCCO1 (stereo unspecified)	i	i	i	i	i	-5	i	i	i	i	i
Cc1ncc(CSc2nccc(=O)[nH]2)c(CO)c1O	i	i	i	i	i	-1	i	i	i	i	i
CCOCCCn1cnc2c3cc(F)ccc3n(C)c2c1=O	i	i	i	i	i	-4	i	i	i	i	i
Cc1ccc2nc(Cl)c(C3CC(c4cccs4)=NN3S(C)(=O)=O)cc2c1 (stereo unspecified)	i	i	i	i	i	-1	i	i	i	i	i
Cc1ccc(C)c(Nc2nc3nonc3nc2N2CCOCC2)c1	i	i	i	i	i	-1	i	i	i	i	i
O=C(NC(=S)NCc1ccco1)c1ccccc1[N+](=O)[O-]	i	i	i	i	i	-3	i	i	i	i	i
CCOc1cc(C(c2c(C)[nH][nH]c2=O)c2c(C)[nH][nH]c2=O)cc([N+](=O)[O-])c1O	i	i	i	i	i	14	i	i	i	i	i
CCc1ccc(C(=O)Cn2ncc(Cl)c(Cl)c2=O)cc1	i	i	i	i	i	-15	i	i	i	i	i
CCOC(=O)c1c(C)oc2cc(Sc3ccccc3)c(O)c(O)c12	i	i	i	i	i	-3	i	i	i	i	i
COCCN(C(=O)COC(=O)c1cc(C)oc1C)c1c(N)n(Cc2ccccc2)c(=O)[nH]c1=O	i	i	i	i	i	7	i	i	i	i	i
N#CC(C#N)=Cc1cc2ccccc2nc1N1CCCCC1	i	i	i	i	i	11	i	i	i	i	i
COC(=O)c1ccccc1NC(=O)NCCc1ccc(OC)c(OC)c1	i	i	i	i	i	-1	i	i	i	i	i
O=C(/C=C/c1ccccc1)Nc1cc(S(=O)(=O)N2CCOCC2)ccc1N1CCCC1	i	i	i	i	i	1	i	i	i	i	i
O=C(O)C1CCCCC1C(=O)NCCCN1CCOCC1 (stereo unspecified)	i	i	i	i	i	-10	i	i	i	i	i
Cc1ccc(NC(=O)CCCn2nc(C)c3c(C)n(-c4ccccc4)nc3c2=O)c(Cl)c1	i	i	i	i	i	-4	i	i	i	i	i
O=c1oc2ccccc2c2c1C(O)CO2 (stereo unspecified)	i	i	i	i	i	-5	i	i	i	i	i
Cn1cc([N+](=O)[O-])c(C(=O)Nc2nccs2)n1	i	i	i	i	i	-11	i	i	i	i	i
N/C(=N\OC(=O)c1cccc(F)c1)c1ccccc1	i	i	i	25*	i	3	i	i	i	i	i
CCOC(=O)c1c(C)nc2sc3c(=O)n(-c4ccc(C(C)=O)cc4)cnc3c2c1-c1ccc(OC)cc1	i	i	i	i	i	9	i	i	i	i	i
CC(C)[C@H]1CN(C)CCN1Cc1cn(C)nc1-c1cccc(Cl)c1	i	i	i	i	i	-9	i	i	i	i	i
Cc1ccc(Cn2c(C(C)Nc3nc(-c4ccc(Cl)c([N+](=O)[O-])c4)cs3)nc3cc(C(F)(F)F)ccc32)cc1 (stereo unspecified)	i	i	i	i	i	37	i	i	i	i	i
FC(F)(F)c1cc(N2CCOCC2)nc(-c2ccccc2)n1	i	i	i	i	i	-14	i	i	i	i	i
NS(=O)(=O)OCCCCCc1ccccc1	i	i	i	i	i	-7	i	i	i	i	i
O=C(Nc1ccc(Br)c(C(F)(F)F)c1)c1ccc(C(F)(F)F)cc1	-7.2*	-13*	i	i	i	106*	i	i	i	i	i
Cc1ccc([C@@H]2[C@@H]3C(=O)N(C)C(=O)[C@@H]3[C@]3(Cc4ccccc4)C(=O)N(Cc4ccccn4)CC(=O)N23)o1	i	i	i	i	i	5	i	i	i	i	i
Cc1ccc(C(=O)NCc2ccccc2)cc1Br	i	i	i	i	i	-3	i	i	i	i	i
CS/C(=N\S(=O)(=O)c1cccs1)NC(=O)CSc1nc2ccccc2s1	i	i	i	100*	i	9	i	i	i	i	i
O=C1CC(N2CCOCC2)C(=O)N1c1ccccc1Cl (stereo unspecified)	i	i	i	i	i	5	i	i	i	i	i
COc1ccccc1NS(=O)(=O)c1cccc(NC(=O)c2nc3nc(C)cc(C)n3n2)c1	i	i	i	i	i	0	i	i	i	i	i

MrgX1 antag: what is marked active above
SMILES | MrgX1 antag | ANO1 activ | TRPC6 act | TRPC4 block | TRPC4 potent
O=C(Nc1ccc(Br)c(C(F)(F)F)c1)c1ccc(C(F)(F)F)cc1 | -7.2* | -13* | i | i | i

(cont.)
SMILES	MrgX1 antag	ANO1 activ	TRPC6 act	ANO1 block	MrgX1 ag	SKKanGAS inh	MrgX1 allo act	TRPC4 block	TRPC6 inhibitor	TRPC4 act	TRPC4 potent
S=C(Nc1ccc(Cl)cc1)NC1CC2CCC(C1)N2Cc1ccccc1 (stereo unspecified)	i	i	i	i	i	1	i	i	i	i	i
O=[N+]([O-])c1ccc(/C=C/c2ccncc2)cc1	i	.	i	i	i	-7	i	i	i	i	i
CN(C)c1ccc(NC(=O)CN2CCN(CC(=O)Nc3ccc(F)cc3)CC2)cc1	i	i	i	i	i	-6	i	i	i	i	i
COc1ccc(N(CC(=O)NCCc2cccc(C)c2)S(=O)(=O)c2c(C)noc2C)cc1	i	i	i	i	i	-4	i	i	i	i	i
Cc1cc(C)n2nc(C(=O)Nc3nccs3)nc2n1	i	i	i	i	i	12	i	i	i	i	i
O=C(CCc1nnc(Cc2ccc(-c3ccccc3)cc2)o1)NCCc1ccccn1	i	i	i	i	i	-4	i	i	i	i	i
O=C(CCCC(=O)OCC(F)(F)C(F)F)Nc1nccs1	i	i	i	i	i	2	i	i	i	i	i
O=C(NCc1cccs1)C1CCCN1C(=O)NC1CCCCC1 (stereo unspecified)	i	i	i	i	i	-7	i	i	i	i	i
CCOc1ccccc1C(=O)NCC(=O)NCC1CCCCC1	i	i	i	i	i	-5	i	i	i	i	i
COc1ccc(C(=O)NNC(=O)Cc2ccc(Cl)cc2)cc1	i	i	i	i	i	-2	i	i	i	i	i
O=C(CSc1nccn1Cc1ccccc1)Nc1nccs1	i	i	i	25*	i	4	i	i	i	i	i
COc1ccc(/C=C2\N=C(C)OC2=O)cc1OC	i	i	i	i	i	6	i	i	i	i	i
COC(=O)c1ccc(Cl)c(NC(=O)CN2CCN(Cc3ccccc3)CC2)c1	i	i	i	i	i	-7	i	i	i	i	i
O=C(CN1CCCCC1)Nc1ccc(NC(=O)c2ccccc2Cl)cc1Cl	i	i	i	i	i	0	i	i	i	i	i
CCN(C(=O)CSc1ncnc2sc(C)c(C)c12)C1CCS(=O)(=O)C1 (stereo unspecified)	i	-40*	i	i	i	-6	i	i	i	i	i
CC(=O)N1CCC2(CC1)CC(=O)c1cc(Cl)ccc1O2	i	i	i	i	i	1	i	.	i	i	i
C=CCn1cc(C(=O)NCCCOC)c(=O)c2cc(S(=O)(=O)N(CC)CC)ccc21	i	i	i	i	i	1	i	i	i	i	i
COc1ccc(OC)c(/C=N/NC(=O)c2cc(-c3ccc(C)o3)nc3ccccc23)c1	i	i	i	i	i	6	i	i	i	i	i
O=C1/C(=C/c2ccc(N3CCOCC3)o2)SC(=Nc2ccccc2)N1CCc1c[nH]c2ccccc12	i	i	i	i	i	25	i	i	i	i	i
CC(=O)Nc1ccc(S(=O)(=O)N[C@H](C(=O)O)C(C)C)cc1	i	i	i	i	i	-3	i	i	i	i	i
COc1ccc2cc(C3(C)NC(=O)N(CC(=O)NCc4ccco4)C3=O)ccc2c1 (stereo unspecified)	i	i	i	i	i	0	i	i	i	i	i
COc1cc(C(=O)N2CCN(C(=O)CC(C)C)CC2)cc(OC)c1OC	i	i	i	i	i	-3	i	i	i	i	i
CN(C)S(=O)(=O)N(CC(=O)N1CCN(Cc2ccccc2)CC1)c1ccccc1	i	i	i	i	i	7	i	i	i	i	i
CN(C)C(=O)NC(Nc1cccc([N+](=O)[O-])c1)C(Cl)(Cl)Cl (stereo unspecified)	i	i	i	i	i	7	i	i	i	i	i
C=CCn1c(SCC(=O)NC2CCCCC2)nnc1C1CCCCC1	i	i	i	i	i	-2	i	i	i	i	i
CCOc1ccc(CCNC(=O)c2ccc(N3CCCC3=O)cc2)cc1OCC	i	i	i	25*	i	-6	i	i	i	i	i
CCc1ccc(OCc2nnc(SCc3ccc(C(=O)O)cc3)o2)cc1	i	i	i	i	i	5	i	i	i	i	i
COc1ccccc1-n1c(C)nnc1SCC(N)=O	i	i	i	i	i	-1	i	i	i	i	i
